# Compound activity deposited in PubChem by The Scripps Research Institute Molecular Screening Center.
# CHO-K1 Ca antag: counter-screen for M1 antagonists: effect in parental CHO-K1 cells | inhibition, % at 3 µM | ATP-induced calcium, Fluo-8 fluorescence | actives 0.6% (n = 360,000);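 active = inhibition above a per-plate cutoff, the plate's mean sample inhibition plus 3 SD, cut at about 24% in these data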;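 note: 0% = DMSO plus EC80 ATP and 100% = DMSO alone without ATP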
# TAAR1 ag: human TAAR1 agonism; CHO RD-HGA16 TAAR1, Fluo-8 calcium fluorescence; vehicle wells 0%, saturating PEA agonist 100%; actives 0.99% (n = 360,000); Q96RJ0; activation, % at 3 µM;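 active = activation above the mean activation of all test compounds in the run plus 3 SD, cut at about 38% in these data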
# Target sequence (Q96RJ0 whole entry, looked up): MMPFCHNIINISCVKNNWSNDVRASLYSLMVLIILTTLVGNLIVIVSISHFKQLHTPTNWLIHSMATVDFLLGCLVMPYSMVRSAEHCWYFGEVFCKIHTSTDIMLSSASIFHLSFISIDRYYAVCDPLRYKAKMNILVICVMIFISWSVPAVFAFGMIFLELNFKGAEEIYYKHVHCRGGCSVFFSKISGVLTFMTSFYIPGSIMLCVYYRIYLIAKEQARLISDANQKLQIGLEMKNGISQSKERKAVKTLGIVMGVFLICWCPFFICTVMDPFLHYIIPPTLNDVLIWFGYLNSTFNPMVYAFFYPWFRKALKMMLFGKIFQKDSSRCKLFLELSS
#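 Benchmarks: low control DMSO, high control PEA (EC100); System: CHO RD-HGA16 cells carrying human TAAR1 plus Gα16; Detection: Fluo-8 fluorescence, 5 s baseline then 140 s kinetic read; Schedule: 17-24 h plating, Fluo-8 75 min 37 °C, 30 min RT; Read-out basis: % activation from peak over basal fluorescence ratio, DMSO-to-PEA scaled.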
# CHRM1 agonist: human M1 muscarinic receptor agonism; P11229; CHO-K1 hM1, Fluo-8 calcium fluorescence, agonist mode; 0% DMSO, 100% acetylcholine EC100; activation, % at 3 µM; actives 0.33% (n = 360,000);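 active = activation above the run's mean compound activation plus 3 SD, cut at about 16% in these data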;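 note: peak over basal fluorescence ratio within a 140 s kinetic read after compound addition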
# TAAR1 antag: antagonists of human TAAR1 | Q96RJ0 | actives 1.5% (n = 360,000) | AID 624466 | inhibition, % at 3 µM | CHO RD-HGA16 TAAR1, Fluo-8 calcium fluorescence, antagonist;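 active = inhibition above a per-plate cutoff, the mean inhibition of test compounds on that plate plus 3 SD, cut at about 49% in these data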;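 note: 0% = DMSO plus EC80 beta-PEA response and 100% = DMSO alone without agonist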
#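 System: CHO RD-HGA16 cells bearing hTAAR1. Reagent: EC80 β-phenethylamine stimulus. Schedule: seeding 17-24 h prior, 75-min 37 °C, 30-min RT dye loading. Signal: Fluo-8 intracellular calcium dye fluorescence, real-time kinetic reads. Read-out: % inhibition from peak post-agonist over basal fluorescence ratio. Benchmarks: vehicle wells and EC80 agonist wells. Replicates: n of 1.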
# V1R ag counter: counter-screen for oxytocin receptor agonists: human V1a receptor agonists; P37288; CHO-V1R cells, Fluo-8 calcium fluorescence, agonist mode; 0% DMSO, 100% 3 nM vasopressin; activation, % at 3 µM; actives 0.25% (n = 320,000); AID 2797;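 active = activation above the mean activation of all tested compounds plus 3 SD, per screening run, cut at about 20% in these data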;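 note: signal is peak over basal fluorescence ratio across a 100 second FLIPR read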
# CHO-K1 Ca PAM: counter-screen for M1 PAMs: effect in parental CHO-K1 cells. activation, % at 3 µM. actives 0.02% (n = 360,000). ATP EC20, Fluo-8 calcium fluorescence; 0% at ATP EC20, 100% at ATP max;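 active = activation above the run cutoff, the mean activation of all test compounds plus 3 SD, cut at about 40% in these data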;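 note: peak over basal fluorescence ratio in a 140 s read after ATP addition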
# CHO parental Ca: signal in parental CHO cells, OX1R antagonist counter-screen. parental CHO-K1, ATP-induced calcium, Fluo-8 fluorescence. inhibition, % at 5.6 µM. actives 0.63% (n = 330,000);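 active = inhibition above that plate's mean sample inhibition plus 3 SD, cut at about 26% in these data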;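 note: 0% = ATP-challenged DMSO wells and 100% = DMSO wells without ATP; some compounds past the cut are filed as inactive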
#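 Measured by: calcium-sensitive Fluo-8 fluorescence / Test system: CHO parental line / Controls: ATP-challenged DMSO wells low, unchallenged DMSO wells high / Measure: % inhibition / Compound: single nominal dose of 5.6 µM per compound / Replicates: single well per compound, no replicates / Reagent: ATP as calcium-mobilizing challenge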
# OXTR potentiate: human OXTR potentiation. P30559. CHO-OTR cells, Fluo-8 calcium fluorescence, potentiator mode; 0% = oxytocin EC15, 100% = EC100. activation, % at 3 µM. actives 0.061% (n = 320,000);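 active = activation above that plate's cutoff, the mean activation of tested compounds plus 3 SD, cut at about 6.6% in these data, passing the limit was not always enough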;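 note: 100% uses oxytocin at 75 nM as the full agonist control; some results filed as inactive read as strong as hits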
# Target sequence (P30559 whole entry, looked up): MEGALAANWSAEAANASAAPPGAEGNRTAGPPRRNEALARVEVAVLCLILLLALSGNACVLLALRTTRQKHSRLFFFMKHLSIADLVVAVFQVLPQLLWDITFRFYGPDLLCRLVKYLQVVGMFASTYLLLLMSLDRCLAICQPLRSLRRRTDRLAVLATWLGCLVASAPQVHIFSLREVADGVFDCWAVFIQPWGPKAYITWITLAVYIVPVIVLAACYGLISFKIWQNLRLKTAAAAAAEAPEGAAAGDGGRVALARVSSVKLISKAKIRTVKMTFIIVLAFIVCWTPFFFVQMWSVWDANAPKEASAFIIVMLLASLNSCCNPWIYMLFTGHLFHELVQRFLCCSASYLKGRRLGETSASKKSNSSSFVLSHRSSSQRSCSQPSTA
#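 Assay system: CHO cell line stably expressing human OTR. Reagent: EC15 oxytocin agonist. Dosing: single dose, 3.0 µM nominal final compound concentration. Timing: compound 6 min at room temperature before oxytocin, 100 s read. Signal: kinetic Fluo-8 calcium fluorescence. Controls: oxytocin EC15 low and EC100 high.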
# CHO-K1 Ca ag: M1 agonist counterscreen hit in parental CHO-K1 cells; Fluo-8 calcium fluorescence; scaled to maximal ATP response, vehicle zero; activation, % at 3 µM; actives 0.48% (n = 360,000); AID 602248; in the data active = activation above about 15%;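 note: untransfected CHO-K1 host cells lacking M1 receptor as counterscreen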
# * = called active by the depositor; . = no result given. No enrichment for hits. Share with any hit: about 3.3%.
# Fields: CHO-K1 Ca antag	TAAR1 ag	CHRM1 agonist	TAAR1 antag	V1R ag counter	CHO-K1 Ca PAM	CHO parental Ca	OXTR potentiate	CHO-K1 Ca ag
CC(C)(C)C(=O)CSc1ccc(S(=O)(=O)N2CCN(Cc3ccccc3)CC2)cn1
→ 7	5	-2	-20	0.1	17	-22	-6	0.3
Cc1c(Cl)cccc1NC(=O)Cn1c(CCC(=O)O)ccc1-c1ccccc1
→ 14	2	-4	-5	0.1	-15	-15	-14	0.6
CCC(=O)N(Cc1cc(=O)[nH]c2ccccc12)c1ccccc1C
→ 55*	4	-2	-3	0.0	-31	-13	2	-0.7
Cn1ccc2c(-c3cncc4ccccc34)cc3c(c21)C1CCC3C1 (stereo unspecified)
→ 16	2	-7	-4	.	9	.	.	0.4
N#Cc1ccccc1S(=O)(=O)N1CCN(CC(=O)Nc2ccnn2C2CCCC2)CC1
→ 0	7	0	-9	.	-13	.	.	1.3
Cc1cc(Nc2cccc(Cl)c2C)n2ncnc2n1
→ -10	0	13	-9	0.0	5	-16	0	-0.2
CC1(C(=O)O)CCC(C(=O)NCCc2ccccc2)C1(C)C (stereo unspecified)
→ -20	8	-5	5	7.3	22	12	-7	0.8
Cc1nnc(SC(C)C(=O)Nc2ccc(S(=O)(=O)N3CCCCCC3)cc2)s1 (stereo unspecified)
→ 1	28	2	11	8.6	1	-5	-10	3.3
Cc1ccc(OCC(=O)NC(=S)Nc2cccc(NC(=O)c3ccccc3)c2)cc1
→ 1	0	-3	11	-0.5	14	-21	-4	0.6
O=C(COC(=O)Cc1ccsc1)Nc1ccc(Br)cc1
→ -15	6	-4	-7	0.4	10	-3	-3	0.4
COC(=O)NNC1=CC(=O)CC(C)(C)C1
→ -5	2	-10	-12	0.6	13	-4	-12	0.0
CC(C)c1ccc(C(=O)N/N=C/c2cccc(Cl)c2Cl)cc1
→ 6	4	-4	-3	0.3	4	1	-18	-0.2
CC(C)(C)OC(=O)C[C@@H]1C/C=C\C[C@H](CC(=O)NCCO)C(=O)N[C@@H](Cc2ccccc2)COC1=O
→ -13	2	1	13	-0.6	7	-1	3	0.5
CCc1nc2scc(-c3ccc(C)cc3)c2c(=O)n1N
→ -8	4	-7	-9	0.2	19	-3	2	0.7
CC(=O)c1sc(NC(=O)c2cnc(Cl)c(Cl)c2)nc1C
→ -11	5	5	21	6.4	15	-3	-4	0.1
O=C(CCCc1cccs1)NCCc1c[nH]c2ccccc12
→ -13	0	-2	-9	1.6	16	-6	-8	2.4
N=C1/C(=C/c2cccn2-c2ccc([N+](=O)[O-])cc2)C(=O)N=C2SC=CN12
→ 10	8	-5	29	-0.5	4	-21	-2	2.2
O=C(COc1ccccc1[N+](=O)[O-])NCC1(N2CCOCC2)CCCCC1
→ -8	5	-5	10	0.5	2	-6	-5	4.4
Cc1ccc2c(c1)nnn2C1CCN(C(=O)NCc2ccccc2)CC1
→ -10	6	-11	-7	1.2	14	-10	-6	0.9
Cc1ccc(S(=O)(=O)N2CCN(C(=O)c3ccccn3)CC2)cc1
→ 6	-1	-4	3	0.3	-4	-8	0	2.0
C=CCSC1=N/C(=C\c2ccc3c(c2)OCO3)C(=O)S1
→ 12	11	-3	-8	-0.3	3	-17	-22	-0.1
CCOC(=O)c1oc2ccccc2c1NC(=O)COc1ccc(F)cc1
→ -9	.	-1	.	-0.3	11	-12	0	0.0
COC1=C(c2ccccc2)C(=O)c2ccccc2C1=O
→ -2	2	-4	16	-1.1	19	-7	1	0.4
CSc1ccc(Cl)c(C(=O)NCc2ccco2)c1
→ -9	6	-6	-3	-1.1	10	-10	-4	0.1
COc1ccc(OC)c(/C=N/NC(=O)c2[nH]ncc2Br)c1
→ -9	1	-4	3	-0.6	14	-6	9	1.0
O=C(Cn1cnc2ccccc2c1=O)Nc1nc2ccccc2s1
→ 19	6	-3	4	1.1	-15	-17	-4	-0.3
N#CC1=C(S)N(c2ccccc2)C(c2cccs2)NC1=O (stereo unspecified)
→ -14	3	-2	-21	1.1	14	-3	-3	-0.1
O=C(NCc1cccc(Br)c1)C1CC(c2ccc(C(F)(F)F)cc2)=NO1 (stereo unspecified)
→ 2	7	-2	38	2.6	3	-4	-8	-0.1
O=C1OCCN1c1c(-c2ccccc2)c(N2CCOCC2)nc2ccccc12
→ -14	16	-1	46	0.5	20	-19	-16	6.0
Cc1ccc(-n2nnc3c(=O)n(CC(=O)NCc4ccccc4)cnc32)cc1
→ 0	42*	-7	-11	1.3	13	42*	-2	-0.1
COc1cc(-c2nnc3sc(Cc4ccccc4)nn23)cc(OC)c1OC
→ 8	6	-4	24	-1.5	9	-2	-20	2.4
CNC(=O)c1cc(Cl)c(OC)c(OC)c1
→ 8	4	-4	-4	0.8	-1	-6	-3	0.1
COc1ccc(CNC(=O)[C@H](Cc2ccccc2)NC(=O)CC[C@H]2O[C@@H](n3ccc(=O)[nH]c3=O)[C@H](O)[C@@H]2O)cc1
→ 5	4	-2	-35	.	2	.	.	0.8
O=C(COc1ccccc1)Nc1ccc([N+](=O)[O-])cc1
→ -11	3	-6	-14	0.6	24	3	-2	3.0
CCn1cc(C(=O)N2CCCC2)c(=O)c2cc(S(=O)(=O)N3CCC(C)CC3)ccc21
→ 1	9	-3	-10	-0.6	-15	-16	-8	0.1
O/N=C/c1cn(-c2ccccc2)nc1-c1ccccc1
→ -5	3	-3	2	.	-6	.	.	0.0
Cc1c(Cl)cccc1NC(=O)N1CCN(C(=O)c2ccco2)CC1
→ 15	5	-1	-8	0.4	-11	-2	-9	0.2
CC(=O)Nc1ccc(S(=O)(=O)Nc2ccc3c(c2)CCC3)cc1
→ 7	14	1	9	11	-12	-1	-11	5.3
CNC(=O)/C(=C\c1ccc([N+](=O)[O-])cc1)NC(C)=O
→ -4	3	-3	2	2.1	2	-6	4	-0.1
Fc1ccc(C2=CC(c3ccco3)n3ncnc3N2)cc1 (stereo unspecified)
→ -4	.	-2	.	5.5	13	4	4	4.5
COc1ccc(CN2CCN(Cc3ccc4cc(F)ccc4n3)CC2CCO)c(C)c1C (stereo unspecified)
→ -16	5	-7	-11	2.6	21	-22	-9	2.4
COc1ccc(NC(=O)NC(C)C2CC3CCC2C3)cc1 (stereo unspecified)
→ 2	2	-3	4	0.6	-6	-8	-11	0.2
Cc1ccc(NC(=O)c2ccc(NS(=O)(=O)c3ccc4[nH]c(=O)[nH]c4c3)cc2)nc1
→ -9	4	-4	-33	-0.6	3	3	-11	1.1
CC1(S(=O)(=O)O)CC(=O)c2ccccc2C1=O (stereo unspecified)
→ 9	0	-1	3	0.7	-3	-2	-8	0.0
C/C(=N\Nc1cccc([N+](=O)[O-])c1)c1cc(F)ccc1O
→ 10	-2	-5	10	-0.8	17	-9	-18	0.4

# Three compounds from above, sorted by the value under OXTR potentiate, rising.
structure	TAAR1 ag	CHRM1 agonist	OXTR potentiate
CC(C)(C)C(=O)CSc1ccc(S(=O)(=O)N2CCN(Cc3ccccc3)CC2)cn1	5	-2	-6
N#CC1=C(S)N(c2ccccc2)C(c2cccs2)NC1=O (stereo unspecified)	3	-2	-3
CCOC(=O)c1oc2ccccc2c1NC(=O)COc1ccc(F)cc1	.	-1	0

# More compounds follow:
# Fields: CHO-K1 Ca antag	TAAR1 ag	CHRM1 agonist	TAAR1 antag	V1R ag counter	CHO-K1 Ca PAM	CHO parental Ca	OXTR potentiate	CHO-K1 Ca ag
CCOc1ccc(NC(=O)NNC(=O)c2ccc(Cl)cc2Cl)cc1
→ -12	0	-3	10	0.3	9	-13	6	-0.9
CCOc1ccc(OCC)c(NS(=O)(=O)c2cn(C)cn2)c1
→ -15	3	-2	-29	0.1	11	-5	-7	1.2
Fc1ccc2nc(-c3ccccc3)nc(SCc3nnc(-c4ccccc4)o3)c2c1
→ -11	0	-3	4	0.2	17	1	-16	0.5
COc1ccc2oc(C(=O)OCC(=O)N(CCC#N)c3ccccc3)c(C)c2c1
→ 1	2	-3	9	4.8	1	-2	-12	2.8
CCOC(=O)c1ccc(NC(=O)c2nc[nH]c2C(=O)N2CCc3ccccc3C2)cc1
→ -6	12	-2	1	0.5	-3	-22	-8	-0.3
OCCNC(=S)NC1CCCCC1
→ 18	3	1	-3	0.4	-1	1	-7	-0.4
O=C(c1ccc(F)cc1)N1CCCC(N2CCN(Cc3ccc4c(c3)OCO4)CC2)C1 (stereo unspecified)
→ -12	5	-5	-50	0.7	-23	-19	-9	0.4
O=C1/C(=C/c2ccco2)CCC1C1CCCC1 (stereo unspecified)
→ -2	4	-4	-33	-0.1	8	-5	-16	-0.1
Cc1ccc(S(=O)(=O)CCC(=O)OCC(=O)N(C)CC(=O)Nc2ccc(F)cc2)cc1
→ -1	2	-3	5	-0.7	-3	-8	-7	0.2
CC1CCN(CCCCOc2ccc([N+](=O)[O-])cc2)CC1
→ -7	0	-11	8	1.8	23	-6	-2	1.2
COCCNC(=O)c1cc(-c2ccc3c(c2)OCO3)on1
→ -8	5	-3	-3	0.2	0	6	-4	0.1
Cc1oc(=O)c(NC(=O)c2ccccc2)cc1C(=O)c1ccccc1
→ 1	20	-1	9	0.9	1	-10	-4	0.5
CC(=O)N/C(=C/c1ccc(Cl)cc1)C(=O)NCCc1c[nH]c2ccccc12
→ 1	5	-4	9	0.8	8	-4	-15	0.7
O=C(CN(c1ccc(Cl)cc1)S(=O)(=O)c1ccccc1)N/N=C/c1ccco1
→ 2	0	-3	-10	-0.7	15	-28	-30	3.9
COC(=O)c1ccc(Cn2nc(C(F)(F)F)cc2C)cc1
→ -6	15	0	8	1.9	12	-14	-5	0.1
COc1cc(C)nc(OCCNC(=O)COc2ccc(Cl)cc2C)n1
→ -3	4	-3	6	1.4	11	-30	-9	0.7
c1nnc2c3c4c(sc3ncn12)CCC4
→ -23	4	-1	15	0.8	0	-4	1	0.2
Cc1ccc(N(C(=O)CCl)C(C(=O)NC2CCCCC2)c2cccnc2)cc1C (stereo unspecified)
→ .	4	.	-17	0.6	.	-22	-1	.
O=C(NCc1ccc2c(c1)OCO2)c1nnc(Cc2ccc(Cl)cc2)o1
→ 6	25	0	6	1.1	2	-10	-9	0.1
COc1ccccc1N1CCN(/N=C/c2cccc(Cl)c2)CC1
→ -4	9	-3	1	0.1	10	-7	-10	1.9
